Source: PubChem BioAssay
JMJD2A Tudor inh: qHTS Assay for Inhibitors of JMJD2A-Tudor Domain; Lysine-specific demethylase 4A (Homo sapiens), O75164; AlphaScreen JMJD2A-Tudor / H3K4me3 peptide binding; 4.4% of 390,000 active; Potency, µM (doses to about 114 µM), for the others: at the top dose activity change, negative = inhibition, most hits filed as inhibitors; further: potency means the concentration at half of the fitted maximal effect; on the % scale 0 is the no-effect control and ±100 the full control effect; nearly all actives have a fitted effect of over 50% in size
G9a block: qHTS Assay for Inhibitors of Histone Lysine Methyltransferase G9a | Histone-lysine N-methyltransferase EHMT2 (Homo sapiens), Q96KQ7 | G9a H3K9 monomethylation, AlphaScreen, 2 h | Potency, µM (doses to about 102 µM), without a hit: top-dose activity, negative = inhibition, most hits filed as inhibitors | 8.8% of 350,000 active | AID 504332, 2011; further: potency means the concentration at half of the fitted maximal effect; on the % scale 0 is the no-effect control and ±100 the full control effect; nearly all actives have a fitted effect of over 75% in size
Target sequence (Q96KQ7 913-1193 limits assumed): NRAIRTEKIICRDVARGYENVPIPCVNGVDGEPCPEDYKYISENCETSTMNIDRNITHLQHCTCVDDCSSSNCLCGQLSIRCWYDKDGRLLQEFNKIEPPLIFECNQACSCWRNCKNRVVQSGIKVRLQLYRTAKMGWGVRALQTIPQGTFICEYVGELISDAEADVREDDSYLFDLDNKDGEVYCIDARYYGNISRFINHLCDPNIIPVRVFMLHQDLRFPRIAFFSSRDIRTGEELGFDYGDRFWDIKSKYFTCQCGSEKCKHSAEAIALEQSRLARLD
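Readings reflect AlphaScreen signal from monomethyl-H3K9 antibody detection. HMT at 20 nM; substrate b-H3K9 500 nM; cofactor SAM 20 uM; 2 h RT reaction; compounds tested as titrations in qHTS with 15 min preincubation.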
Pin1 inh: qHTS Assay to Find Inhibitors of Pin1; Peptidyl-prolyl cis-trans isomerase NIMA-interacting 1 (Homo sapiens), Q13526; Pin1 FP peptide displacement, HiFluor488, 10 min; Potency, µM (series often up to 115 µM), without a hit: at the top dose activity, negative = inhibition, hits mostly inhibitors; 0.009% of 390,000 active; AID 504891, 2011; active means well fitted inhibition curve with a large enough effect in the polarisation, with a control signal flat, not every such curve was filed as active; inconclusive means small, poorly fitted or top-dose-only effect, or effect the other way, or a change in a side signal; inactive means no such curve, though single readings can be large or run the other way; the % refers to the polarisation; further: potency means the concentration at half of the fitted maximal effect; on the % scale 0 is the no-effect control and ±100 the full control effect
Target sequence (Q13526 whole entry, looked up): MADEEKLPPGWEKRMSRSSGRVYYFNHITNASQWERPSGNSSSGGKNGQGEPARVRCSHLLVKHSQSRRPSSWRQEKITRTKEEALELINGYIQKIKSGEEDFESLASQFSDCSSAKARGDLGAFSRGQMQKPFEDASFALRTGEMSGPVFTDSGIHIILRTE
HP1b binding inh: HTS for Inhibitors of HP1-beta Chromodomain Interactions with Methylated Histone Tails; 0.56% of 390,000 active; Potency, µM (top dose mostly 114 µM), for inactives: at the highest dose activity change, negative = inhibition, usual class: inhibitors; AlphaScreen HP1-beta / biotin-H3K9me3 peptide binding; further: potency means the concentration at half of the fitted maximal effect; nearly all actives have a fitted effect of over 70% in size; inactives centre near 23
Target sequence (P83916 whole entry, looked up): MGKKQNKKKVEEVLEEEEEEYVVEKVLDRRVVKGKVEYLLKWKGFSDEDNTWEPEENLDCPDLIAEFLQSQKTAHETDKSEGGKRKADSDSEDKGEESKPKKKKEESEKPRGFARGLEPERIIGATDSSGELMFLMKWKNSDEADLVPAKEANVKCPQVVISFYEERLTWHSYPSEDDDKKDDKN
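Compound inhibition of the preformed complex between 50 nM HP1-beta and 50 nM biotinylated H3K9me3 peptide was read by AlphaScreen. Buffer was PBS pH 7.4 with 0.01% Tween-20. Incubations ran 30 min at room temperature, with 10 ug/mL donor/acceptor beads.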
Pol eta inh: qHTS for Inhibitors of Polymerase Eta; 1.2% of 390,000 active; AID 588591, 2011; recombinant Pol eta, fluorescent DNA replication assay; DNA polymerase eta (Homo sapiens), Q9Y253; Potency, µM (top dose mostly 114 µM), without a hit: top-dose activity change, negative = inhibition, usual class: inhibitors; further: potency means the concentration at half of the fitted maximal effect; on the % scale 0 is the no-effect control and ±100 the full control effect
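Pol eta (10 nM) was preincubated with compounds for 15 min at room temperature, after which fluorescent replication substrate (50 nM final) was added to start the reaction. Fluorescence was read kinetically at 0 and 10 min.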
GLS inh: qHTS for Inhibitors of Glutaminase (GLS). 0.21% of 410,000 active. Potency, µM (titrated, usually from 45.5 µM), inactives show at the highest dose activity change, negative = inhibition, usual class: inhibitors. AID 624170, 2012. GLS enzymatic activity, qHTS titration; further: potency means the concentration at half of the fitted maximal effect; on the % scale 0 is the no-effect control and ±100 the full control effect
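Coupled fluorescence readout: glutamate oxidase/HRP/Amplex Red detect glutamate formed by hKGA from L-glutamine (1 mM solution added). Buffer 45 mM KH2PO4 pH 8.2, 0.02% Tween-20; reads at t0 and 30 min RT.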
PI4K2A block: qHTS for small molecular inhibitors of PI4K2A. Phosphatidylinositol 4-kinase type 2-alpha (Homo sapiens), Q9BTU6. purified PI4K2A, ADP-Glo luminescence, 1 h; stronger effect = lower value. activity change, negative = inhibition, % at 76.9 µM. 0.13% of 420,000 active; in the data active means activity change below about -50%; inconclusive means mostly about -30% to -49%;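 further: -100% = wells without enzyme as full effect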
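PI4K2A activity was measured by ADP-Glo luminescence: enzyme (4 ug/mL stock) and phosphatidylinositol (1.2 mM stock) in Tris pH 7.5/MgCl2/EGTA/Triton X-100 buffer were reacted with ATP (300 microM stock) for one hour at ambient temperature.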
BAZ2B inh: qHTS Assay for Inhibitors of BAZ2B. 4.4% of 360,000 active. Bromodomain adjacent to zinc finger domain protein 2B (Homo sapiens), Q9UIF8. AlphaScreen BAZ2B-H3K14Ac peptide displacement. Potency, µM (doses to about 114 µM), for inactives: top-dose activity change, negative = inhibition, usual class: inhibitors; further: potency means the concentration at half of the fitted maximal effect; on the % scale 0 is the no-effect control and ±100 the full control effect; nearly all actives have a fitted effect of over 60% in size
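BAZ2B 50 nM plus b-H3(5-23)K14Ac 50 nM, PBS pH 7.4/0.01% Tween-20, 30 min RT; compound added (max 110 uM), 30 min RT; streptavidin donor/Ni-chelate acceptor beads 10 ug/mL final, 20 min dark; AlphaScreen read.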
Tb PGK inh: qHTS Assay to Find Inhibitors of Phosphoglycerate Kinase. Phosphoglycerate kinase, glycosomal (Trypanosoma brucei brucei), P07378. AID 602233, 2012. 0.043% of 380,000 active. Potency, µM (top dose mostly 57.5 µM), for the others: top-dose activity change, negative = inhibition, hits mostly inhibitors. PGK/GAPDH coupled, Kinase-Glo luminescence, 60 min; further: potency means the concentration at half of the fitted maximal effect; on the % scale 0 is the no-effect control and ±100 the full control effect; nearly all actives have a fitted effect of over 60% in size
Target sequence (P07378 whole entry, looked up): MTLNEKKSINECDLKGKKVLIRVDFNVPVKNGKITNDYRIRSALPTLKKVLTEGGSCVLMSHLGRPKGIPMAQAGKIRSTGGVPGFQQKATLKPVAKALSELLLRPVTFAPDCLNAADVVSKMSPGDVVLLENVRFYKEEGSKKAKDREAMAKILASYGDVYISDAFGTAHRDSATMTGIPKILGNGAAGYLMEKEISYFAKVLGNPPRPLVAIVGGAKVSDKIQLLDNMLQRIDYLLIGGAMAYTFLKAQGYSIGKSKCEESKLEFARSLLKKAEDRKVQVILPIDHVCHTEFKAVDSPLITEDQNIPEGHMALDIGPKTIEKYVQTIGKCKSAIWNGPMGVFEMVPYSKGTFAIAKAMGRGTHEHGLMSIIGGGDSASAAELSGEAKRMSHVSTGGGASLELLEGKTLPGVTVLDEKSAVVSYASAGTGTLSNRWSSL
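Luminescent ATP detection (Kinase-Glo Plus) follows a 60-minute room-temperature incubation, with wells lacking PGK as controls. Buffer: 100 mM TEA (pH 7.6), 5 mM MgCl2, 0.01% Tween-20. Coupling enzyme GAPDH (100 nM final) supplies unstable 1,3-BPG in-well.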
* marks the source's active call; other numbers are inactive results; i = inactive; ? = inconclusive; . = no result given; & = joins results of further samples; [ ] = another dose, or the depositor's remark. Unless noted, the call rests on the fitted dose curve; in most records, active means well fitted curve in the direction sought with a large enough effect; inconclusive means small, poorly fitted or top-dose-only effect, or another doubt; inactive means no such curve, though single readings can be large; an effect the other way counts as inactive or inconclusive.

SMILES	JMJD2A Tudor inh	G9a block	Pin1 inh	HP1b binding inh	Pol eta inh	GLS inh	PI4K2A block	BAZ2B inh	Tb PGK inh
Cc1cc(Cl)ccc1C(=O)C1CCCN(C(=O)c2n[nH]c3c2CCCC3)C1 (stereo not given)	-19%	?	-1%	28%	-18%	-1%	3	-6%	4%
CCOc1ccc(-c2ccc(SCC(=O)NC3CCCCC3)nn2)cc1	-5%	.	-9%	24%	-8%	11%	3	-5%	9%
Cc1ccc(OC(=O)CCC(=O)Oc2ccc(C)cc2C)c(C)c1	192%[activator]	.	-2%	193%[activator]	-16%	2%	-10	.	2%
O=C(Cc1cccs1)Nc1nncs1	-12%	-2%[12.7 µM]	6%	35%[activator]	?	-9%	1	-9%	-2%
Cc1ccc(S(=O)(=O)Nc2nc(C)c(NC(=O)OCCCl)s2)cc1	-33%	1%[2.33 µM]	-2%	-5%	-18%	-16%	1	?	-5%
Cc1ccc(CS(=O)Cc2ccc(C(=O)NC3CCCCCC3)o2)cc1 (stereo not given)	-13%	-1%	-2%	37%	-6%	-3%	-1	-1%	-10%
O=[N+]([O-])c1ccc(-c2ccc(S(=O)(=O)NCCN3CCCC3)cc2)cc1	-24%	?	1%	-5%	-7%	4%	-7	-25%	5%
CCc1ccc(S(=O)(=O)c2cn(C)c3cc(N4CCOCC4)c(F)cc3c2=O)cc1	-24%	-2%[59 µM]	2%	29%	-17%	8%	-2	-6%	1%
O=C(c1ccc(N2CCCC2=O)cc1)N1CCN(c2ccccc2)CC1	-11%	-9%[2.33 µM]	-1%	9%	1%	31%[activator]	6	3%	0%
CCOC(=O)CC1OC(=O)c2cc3c(cc21)C(=O)OC3CC(=O)OCC (stereo not given)	-3%	-28%	-6%	19%	-13%	0%	1	2%	-7%
CC1(C)CC(=O)C(C=NCCN2CCN(C(=O)C34CC5CC(CC(C5)C3)C4)CC2)=C(O)C1	-18%	?	-2%	48%	0%	-3%	7	?	-4%
Nc1c(N(CCO)C(=O)C2CCCC2)c(=O)[nH]c(=O)n1Cc1ccccc1	-1%	.	3%	43%[activator]	-9%	-1%	-1	.	i
CCN(CC(=O)Nc1ccc2c(c1)OCCO2)C(=O)CCc1ccc(OC)cc1	-18%	-41%	-3%	22%	-15%	3%	-4	2%	i
O=C(NNc1ccccn1)c1ccccc1CC[N+](=O)[O-]	-1%	6%	1%	22%	13%	?	3	-13%	-1%
C1CCN(CCC2CCCCN2)CC1 (stereo not given)	.	.	.	.	-9%	5%	0	.	5%
Cc1ccc(C(=O)O/N=C2\CC3CCC2(C)C3(C)C)cc1 (stereo not given)	28%	-8%[59 µM]	9%	66%	-18%	-1%	0	37%	-14%
C=CCn1c(SCc2nc3c(c(=O)[nH]c(=O)n3CCCC)n2CCC)nnc1-c1ccccc1	-4%	13%	0%	30%	-13%	17%	-5	5%	-4%
Nc1ncnc2c1nc(Sc1ccc(Cl)cc1)n2[C@@H]1O[C@@H]2COP(=O)(O)O[C@H]2[C@H]1O	-17%	.	-3%	12%	-3%	8%	6	.	-1%
CC(=O)c1cn(-c2ccc(Cl)cc2)c(=O)[nH]c1=O	-22%	18%[2.33 µM]	-3%	67%[activator]	-18%	13%	3	1%	-4%
Oc1cccc(/C=N/N2CCN(c3ccccn3)CC2)c1	-17%	.	-12%	17%	-8%	16%	-10	-27%	i
Cn1c(O)c(N=NC(=O)Cc2c[nH]c3ccccc23)c2ccccc21	?	.	3%	-11%	-21%	19%	0	.	-1%
Cc1ccccc1SCC(=O)N1CCN(c2ccc(C(F)(F)F)cn2)CC1	12%	45%[59 µM]	7%	74%[activator]	-8%	-1%	-1	?	-1%
C=CCc1cc(Cl)ccc1OCCOCCNC(C)CC (stereo not given)	1.4µM*	10µM*	-5%	?	-11%	7%	5	50µM*	-10%
CC1CC(C)(C)CC2(C1)NC(=O)N(CC(=O)NC1CCCc3ccccc31)C2=O (stereo not given)	-4%	11%[59 µM]	2%	23%	-11%	2%	-1	10%	5%
COc1ccc(S(=O)(=O)N2CCC(C(=O)N3CCCCC3)CC2)cc1	-11%	37%	5%	17%	6%	1%	5	19%	3%
(more compounds)
SMILES	JMJD2A Tudor inh	G9a block	Pin1 inh	HP1b binding inh	Pol eta inh	GLS inh	PI4K2A block	BAZ2B inh	Tb PGK inh
CCC(=O)N1CCc2cc(S(=O)(=O)NC(CC(C)C)C(=O)NCc3cccc(OC)c3)ccc21 (stereo not given)	-15%	3%[59 µM]	4%	31%	-5%	0%	3	.	10%
O=C(NCc1cccs1)C1CC(=O)N(c2ccc(F)cc2)C1 (stereo not given)	7%	-8%	2%	30%	5%	17%	3	11%	5%
CN(Cc1ncc[nH]1)C(=O)CC1C(=O)NCCN1Cc1c(F)cccc1Cl (stereo not given)	-6%	-9%	0%	34%	-1%	-1%	-4	-9%	0%
C/C(=N\NC(=O)Cc1ccc(Cl)cc1)c1cccc(NC(=O)c2cccnc2)c1	-22%	9%	22%	27%	4%	-16%	0	-36%	-4%
CCOc1ccc(NC(=O)c2ccccc2SC)cc1	-18%[11.4 µM]	10%	-8%	6%	7%	0%	-3	16%	i
O=C(c1ccccn1)N1CCN(C(=O)c2ccccn2)CC1	-9%	30%[59 µM]	2%	23%	-2%	6%	1	15%	2%
O=C(CSc1nnc(CNC(=O)c2ccccc2)n1-c1ccc(F)cc1)Nc1ccccc1F	-1%	-18%[59 µM]	-7%	20%	-8%	6%	-1	-8%	11%
COc1ccc(N2C(=O)c3ccccc3S2(=O)=O)cc1	-1%	-4%	2%&-10%	72%[activator]	?	-3%	-5	-19%	-2%
CCCC1(CCC)NC(=O)N(CC(=O)Nc2ccc(Cl)c(S(=O)(=O)N3CCOCC3)c2)C1=O	-21%	.	4%	2%	-7%	4%	3	.	-3%
COc1ccc(CNC(=O)c2cnc(C)cn2)c(OC)c1	5%	8%[59 µM]	-10%	27%	-10%	-1%	-3	.	-6%
S=C(Nc1ccccc1Oc1ccccc1)Nc1cccc(Cl)c1Cl	-24%	6%[59 µM]	5%	-4%	-15%	-2%	6	7%	-10%
CC(=O)c1cccc(OC(=O)Oc2cccc(C(C)=O)c2)c1	-11%	.	-1%	52%[activator]	-12%	20%	0	.	-2%
Cc1ccc(CSC2=Nc3ccccc3C3=NC(CCC(=O)N4CCN(c5ccccc5)CC4)C(=O)N23)cc1 (stereo not given)	-30%	18µM*	29%	7%	-16%	-4%	-1	-30%	-1%
COc1ccc(C(=O)NC2CCCCCC2)cc1S(=O)(=O)N1CCCc2ccccc21	6%	2%	16%	35%	-6%	1%	9	1%	-6%
CC(C)NC(=O)CC(=O)N/N=C/c1c(F)cccc1Cl	-1%	.	1%	18%	-11%	-1%	3	-14%	11%
CN1CCN(Cc2nc3c([nH]2)c(=O)[nH]c(=O)n3C)CC1	10µM*	?	-4%	-2%	2%	?	-3	-4%	i
COc1cccc(N(CC(=O)NC2CCCC2)C(=O)CCC(=O)Nc2nccs2)c1	7%	7%	5%	17%	-10%	2%	0	2%	-4%
CCCCn1c(SCC(=O)NCC2CCCO2)nc2ccc(N3CCOCC3)cc2c1=O (stereo not given)	-7%	?	-4%	41%	-7%	16%	5	5%	-5%
CCOC(=O)c1ccccc1NCN1C(=O)CSC1=O	-1%	-5%[59 µM]	24%	41%[activator]	-6%	0%	3	-6%	0%
Cc1occc1C(=O)Nc1sc2c(c1C(N)=O)CCCCC2	-29%	13µM*	13%	-3%	5%	5%	-8	-37%	-3%
COc1cccc(NC(=O)c2ccccc2NC(=O)c2ccncc2)c1	-32%	.	7%	21%	-19%	-1%	0	.	-9%
COc1ccc(C2CCCN2C(=O)Nc2ccc(C)c(C)c2)cc1OC (stereo not given)	-23%	?	1%	15%	-8%	7%	6	5%	0%
Cc1ccc(-c2nnc(SCC(=O)CC(=O)Nc3ccccc3)n2C)cc1	-13%[57.1 µM]	-21%[59 µM]	0%	57%[activator]	11%	17%	-3	-4%	5%
COc1cc(-c2noc(-c3cc4cccc(C)c4oc3=O)n2)cc(OC)c1OC	-10%	-20%[59 µM]	-7%	36%	-17%	-11%	-2	?	i
C=CCNC(=O)N1CCCC(N2CCN(c3ccccc3OC)CC2)C1 (stereo not given)	-9%	46%	-2%	10%	-6%	3%	9	-6%	2%
Cc1ccccc1/C=C/c1cc[n+](C)cc1	?	-37%	-1%	14%	-10%	2%	-4	-6%	-3%
Cc1ccc(C)c(N(C(=O)Cn2nnc(-c3cccs3)n2)C(C(=O)NC2CC2)c2ccc(C)o2)c1 (stereo not given)	0%	14%[2.33 µM]	5%	9%	0%	-5%	-1	-2%	-5%

Arranged by the number under Pol eta inh (largest number first): 3 of the compounds above.
molecule	Pol eta inh
Cc1ccc(-c2nnc(SCC(=O)CC(=O)Nc3ccccc3)n2C)cc1	11%
Cc1occc1C(=O)Nc1sc2c(c1C(N)=O)CCCCC2	5%
C=CCn1c(SCc2nc3c(c(=O)[nH]c(=O)n3CCCC)n2CCC)nnc1-c1ccccc1	-13%

Only part of the results is shown; the hit share may differ from the screen's.
